UDG counterscr: Primary qHTS assay for inhibitors of Activation Induced Cytidine Deaminase (AID): UDG Counterscreen signal. Uracil-DNA glycosylase. FRET deamination/UDG coupled assay, UDG read, 4 h. Potency, µM (series often up to 115 µM), for the others: top-dose activity change, negative = inhibition, hits mostly inhibitors. 0.14% of 91,000 active; also: nearly all actives have a fitted effect of over 65% in size
AID inhibitor: Primary qHTS assay for inhibitors of Activation Induced Cytidine Deaminase (AID): AID signal; Single-stranded DNA cytosine deaminase (Homo sapiens), Q9GZX7; AID deamination FRET fluorescence, UDG-coupled, 4 h; Potency, µM (series often up to 115 µM), inactives show at the highest dose activity change, negative = inhibition, actives largely listed as inhibitors; 0.32% of 91,000 active; AID 1347428, 2020; also: nearly all actives have a fitted effect of over 25% in size
Target sequence (Q9GZX7 whole entry, looked up): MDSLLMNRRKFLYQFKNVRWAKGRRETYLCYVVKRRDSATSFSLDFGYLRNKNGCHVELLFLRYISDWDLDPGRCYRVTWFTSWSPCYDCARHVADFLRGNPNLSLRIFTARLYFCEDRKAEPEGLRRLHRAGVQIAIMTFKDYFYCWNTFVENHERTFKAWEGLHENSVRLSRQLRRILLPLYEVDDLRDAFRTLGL
Numbers without * were called inactive; ? = inconclusive; & = joins results of further samples; [ ] = another dose, or the depositor's remark. Calls follow the shape of the dose curve; as a rule, active = well fitted curve in the direction sought with a large enough effect; inconclusive = small, poorly fitted or top-dose-only effect, or another doubt; inactive = no such curve, though single readings can be large; an effect the other way counts as inactive or inconclusive. % is scaled to controls: 0 for no effect and ±100 for the full control effect; potency is read from the fitted curve at half-maximal effect. The list is partial. The share of hits here may be higher or lower than overall.

Start of the data: the first 14 entries, ahead of the listing:
| mol | UDG counterscr | AID inhibitor |
| --- | --- | --- |
| CCC1CCCCN1CCCNC(=O)c1ccc2c(c1)N(Cc1ccccc1F)C(=O)c1ccccc1S2(=O)=O (stereo not drawn) | -18% | ? |
| CC(NC(=O)c1cc(=O)[nH]c2ccccc12)c1ccccc1 (stereo not drawn) | 8% | 2% |
| C/C(=N/Nc1ccnc2cc(Cl)ccc12)c1cccc(N)c1 | -27% | -20% |
| CC1C(=O)N2CCCc3cc(S(=O)(=O)N(C)c4ccccc4)cc1c32 (stereo not drawn) | -2% | -1% |
| Cc1ccc(C)c(NC(=O)C(Cc2ccccc2)N2Cc3ccccc3C2=O)c1 (stereo not drawn) | -13% | ? |
| N#Cc1nc(-c2ccccc2)oc1N1CCOCC1 | 17% | -17% |
| Ic1cc2c(-c3ccccc3)c(-c3ccccc3)[nH]c2c2ccccc12 | -18% | 1% |
| CCc1ccc(NC(=O)CSC2=Nc3ccccc3C3=NC(CC(=O)NCc4cccs4)C(=O)N23)cc1 (stereo not drawn) | ? | -15% |
| COc1ccc(N(C(=O)COc2c(C)cccc2C)S(=O)(=O)c2ccc(Cl)cc2)cc1 | 39%[activator] | -13% |
| O/N=C/c1ccc(OC(F)F)cc1 | 1% | -1% |
| O=C(Cc1c(F)cccc1Cl)NCCC12CC3CC(CC(C3)C1)C2 | -1% | -4% |
| O=C(NCCc1cccs1)c1ccc(Cn2c(SCc3ccc(F)cc3)nc3cccnc32)cc1 | 1% | -18% |
| Cc1ccc(N(CC(=O)N2CCN(c3ccccc3F)CC2)S(=O)(=O)c2c(C)noc2C)cc1 | -5% | 0% |
| COC(=O)[C@H](NC(=O)c1cc(-c2ccccc2)nc2ccccc12)c1ccccc1 | 3% | -1% |

Results, from the start:
| mol | UDG counterscr | AID inhibitor |
| --- | --- | --- |
| CCC1CCCCN1CCCNC(=O)c1ccc2c(c1)N(Cc1ccccc1F)C(=O)c1ccccc1S2(=O)=O (stereo not drawn) | -18% | ? |
| CC(NC(=O)c1cc(=O)[nH]c2ccccc12)c1ccccc1 (stereo not drawn) | 8% | 2% |
| C/C(=N/Nc1ccnc2cc(Cl)ccc12)c1cccc(N)c1 | -27% | -20% |
| CC1C(=O)N2CCCc3cc(S(=O)(=O)N(C)c4ccccc4)cc1c32 (stereo not drawn) | -2% | -1% |
| Cc1ccc(C)c(NC(=O)C(Cc2ccccc2)N2Cc3ccccc3C2=O)c1 (stereo not drawn) | -13% | ? |
| N#Cc1nc(-c2ccccc2)oc1N1CCOCC1 | 17% | -17% |
| Ic1cc2c(-c3ccccc3)c(-c3ccccc3)[nH]c2c2ccccc12 | -18% | 1% |
| CCc1ccc(NC(=O)CSC2=Nc3ccccc3C3=NC(CC(=O)NCc4cccs4)C(=O)N23)cc1 (stereo not drawn) | ? | -15% |
| COc1ccc(N(C(=O)COc2c(C)cccc2C)S(=O)(=O)c2ccc(Cl)cc2)cc1 | 39%[activator] | -13% |
| O/N=C/c1ccc(OC(F)F)cc1 | 1% | -1% |
| O=C(Cc1c(F)cccc1Cl)NCCC12CC3CC(CC(C3)C1)C2 | -1% | -4% |
| O=C(NCCc1cccs1)c1ccc(Cn2c(SCc3ccc(F)cc3)nc3cccnc32)cc1 | 1% | -18% |
| Cc1ccc(N(CC(=O)N2CCN(c3ccccc3F)CC2)S(=O)(=O)c2c(C)noc2C)cc1 | -5% | 0% |
| COC(=O)[C@H](NC(=O)c1cc(-c2ccccc2)nc2ccccc12)c1ccccc1 | 3% | -1% |
| CC(C)(C)NC(=O)c1ccc(NC(=O)c2cc(=O)[nH]c3ccccc23)cc1 | -11% | 0% |
| CCc1ccc(-n2c(=O)c3ccc(C(=O)NCCc4ccccc4)cc3n(Cc3ccccc3C#N)c2=O)cc1 | 8% | 10% |
| CCNC(=O)c1ccc(NC(=O)N2CCCCc3ccccc32)cc1 | 32%[activator] | -3% |
| COC(=O)C1=C(CS(=O)(=O)c2ccc(C)cc2C)NC(=O)NC1c1ccc(C)cc1 (stereo not drawn) | 1% | 0% |
| NC(CO)C(=O)OCc1ccccc1 (stereo not drawn) | 3% | -2% |
| CCCCCn1c(=O)[nH]c2cc(C(=O)N3CCN(c4cccc(Cl)c4)CC3)ccc2c1=O | 2% | 37%[activator] |
| CCN(CC)c1cc(NC2CCCCC2)c2c3c(onc13)-c1ccccc1C2=O | 25% | 12% |
| Cn1nc(C(=O)N2CCN(c3ccccc3)CC2)c2c1-c1ccccc1S(=O)(=O)C2 | 8% | -3% |
| COc1ccccc1Cc1nc2ccccc2nc1SCC(=O)Nc1cc(Cl)ccc1OC | -6% | 6% |
| O=C(NC1CC(=O)N(c2ccccc2)C1)c1ccco1 (stereo not drawn) | -8% | -6% |
| CC(C)(C)c1ccc(CSc2nc3c(c(=O)[nH]2)CCCC3)cc1 | 79µM* | 4% |
| COc1cccc(-n2nnc(-c3nc(-c4cccs4)no3)c2N)c1 | 3% | 2% |
| Cc1ccc(-c2csc(Nc3ccccn3)n2)cc1C | -5% | -11% |
| CCn1c(CCCOc2ccc(Cl)cc2C)nnc1SCc1ccc(Cl)cc1 | -6% | -28% |
| Cc1ccc(-c2cc(Nc3ccccc3)nc(C)n2)cc1 | -18% | -19% |
| O=C(COC(=O)Cc1n[nH]c(=O)c2ccccc12)NCC(=O)Nc1ccc(F)c(F)c1F | 0% | -2% |
| CC(NC(=O)CSc1ncc(-c2ccccc2)o1)C1CC1 (stereo not drawn) | -9% | -8% |
| O=C(CSc1cn(CCNC(=O)c2ccccc2F)c2ccccc12)Nc1ccccc1F | 15% | 1% |
| C[C@H](Nc1ccc(C(F)(F)F)cc1[N+](=O)[O-])C(=O)OCC(=O)NC12CC3CC(CC(C3)C1)C2 | 3% | 1% |
| O=C(NCc1ccccc1)c1cc(NCc2cccnc2)ccn1 | -5% | -8% |
| CCOC(=O)c1c(NC(=O)COc2ccc(C)cc2C(C)(C)C)sc2c1CCC(C)C2 (stereo not drawn) | 2% | 13% |
| CC(=O)Nc1ccc(NC(=O)CSc2nc3ccccc3nc2N2CCC(C)CC2)cc1 | ? | 24% |
| COc1ccc(CCNc2nc3c(-c4cccc(C)c4)nnn3c3ccccc23)cc1OC | -2% | 15% |
| CCCC(C)NC(=O)c1ccccc1C (stereo not drawn) | -2% | 2% |
| Cc1ccc(S(=O)(=O)N(C)C)cc1NC(=O)c1ccc2ccccc2n1 | -3% | 3% |
| CC(=O)c1c(C)oc2c1cc(NS(=O)(=O)c1ccc(C(C)(C)C)cc1)c1ccccc12 | 23% | 69%[activator] |
| N#Cc1cc2c(nc1SCCOc1ccccc1)CCCCC2 | -14% | -11% |
| Cc1ccccc1COc1ccccc1C=O | 10% | -18% |
| CC(C)CCn1c(SCc2cccc(F)c2)nc2ccsc2c1=O | -1%[57.5 µM] | -16% |
| CCc1ccc2occ(CC(=O)Nc3c(C(=O)c4ccccc4)oc4ccccc34)c2c1 | 3% | 5% |
| Cc1ccc2nc(-c3ccccc3O)c(Nc3ccccc3C)n2c1 | 0% | 22% |
| Nc1ccc2cc(S(=O)(=O)O)cc(S(=O)(=O)O)c2c1 | -5% | 0% |
| Cc1ccc(S(=O)(=O)N2CCN(c3cnn(-c4ccccc4)c(=O)c3Cl)CC2)cc1 | 2% | -1% |
| O=C(c1cnc(N2CCCCC2)c2ccccc12)N1CCN(c2ccc(F)cc2)CC1 | ? | ? |
| CCc1ccc(C(=O)CSc2nc3ccccc3c(=O)[nH]2)cc1 | 3% | 0% |
| Cc1ccccc1CN1CCC(CNC(=O)c2c(C)oc3ncnc(N4CCCCC4)c23)CC1 | ? | 5% |
| Cn1c(C(=O)NCc2ccccc2F)cc2oc3ccccc3c21 | -4% | -3% |
| O=C(N/N=C/C(Cl)=C/c1ccccc1)c1cccs1 | -7% | 6% |
| O=C(CSc1nc2c(cnn2-c2ccc(F)cc2)c(=O)[nH]1)Nc1ccccc1C(F)(F)F | -13% | -7% |
| CC(=O)Nc1ccc2nc(SCCOc3ccccc3Cl)sc2c1 | -15% | ? |
| Cn1c(-c2ccccc2)cn2cc(-c3cccc(Br)c3)nc12 | -13% | -25% |
| COC(=O)c1c(NC(=O)CCCOc2ccccc2C)sc2c1CCC(C)C2 (stereo not drawn) | 6% | -24% |
| CCn1cc(C(=O)N2CCN(c3cc(C)ccc3C)CC2)c(=O)c2cc(S(=O)(=O)N(C)C3CCCCC3)ccc21 | -16% | ? |
| O=C(NCCc1ccc(F)cc1)c1ccccn1 | 3% | 6% |
| CCOCCn1c(CN2CCN(C(=O)OCC)CC2)nc2c1c(=O)[nH]c(=O)n2C | -7% | 1% |
| Cc1cc(C)cc(NS(=O)(=O)c2cc3c(cc2C)NC(=O)CO3)c1 | 4% | 3% |

Next part:
| mol | UDG counterscr | AID inhibitor |
| --- | --- | --- |
| COc1ccc(-c2nc3c(c(SCC(=O)Nc4ccccc4)n2)COC(C)(C)C3)cc1 | 0% | -10% |
| CCn1c(-n2nc(C)c(C)c2C)nc2c1c(=O)n(CC(=O)OC)c(=O)n2C | -2% | 4% |
| CC(/C=C/c1cccnc1)=C\C(=O)O | 2%&4% | 5%&-3% |
| COc1ccc(CCCc2nnc(SCC(=O)Nc3ccc(C)c(C)c3)o2)cc1 | 0%[57.5 µM] | 42%[activator][57.5 µM] |
| O=C(Nc1cccc(F)c1)C1CC2CCCC(C1)C2=O (stereo not drawn) | 8% | 13% |
| CC1=C(C(=O)OCC2CCCCC2)C(c2cccc(Cl)c2Cl)CC(=O)N1 (stereo not drawn) | 6% | 9% |
| COc1cc(OC)c(NC(=O)C2=C(C)C(=O)OC23CCN(C(C)=O)CC3)cc1Cl | ? | 5% |
| COC(=O)c1cccc(NC(=O)Nc2cc(C(=O)NCc3cccc(F)c3)ccc2N2CCCC2)c1 | -6% | -26% |
| CCOc1ccc(CNCc2c(C(=O)O)c(C)n(Cc3cccc(OC)c3)c2C)cc1OC | -16%[57.5 µM] | 3% |
| CCCCC(=O)N1CCN(c2nc(-c3ccco3)c3c(c2C#N)CCCC3)CC1 | -11% | ? |
| CCOC(=O)c1cnc2ccc(C(=O)OC)cc2c1Nc1ccc(OCc2ccccc2Cl)cc1 | -1% | 7% |
| Cn1nc(-c2ccc(OCC(=O)Nc3ccc(Cl)cc3)cc2)c2ccccc2c1=O | -11% | ? |
| CCC(=O)N1N=C(c2cn(-c3ccccc3)nc2-c2ccc(OC)cc2)CC1c1ccco1 (stereo not drawn) | -7% | -13% |
| COc1ccc(/C=C(/C#N)c2c(F)cccc2Cl)cc1 | -3% | -12% |
| O=S(=O)(Nc1nc2ccccc2nc1Nc1ccccc1)c1ccc2c(c1)OCCO2 | -4% | -4% |
| COc1c(Cl)cc(C(=O)N(Cc2ccccc2F)C2CCS(=O)(=O)C2)cc1Cl (stereo not drawn) | 9% | ? |
| CCOCCCNC(=S)NCc1cccc(COCc2ccccc2)c1 | -1% | -11% |
| COc1ccc(N2CCN(S(=O)(=O)CCNC(=O)Cc3ccc(OC)c(OC)c3)CC2)cc1 | -5% | 9% |
| O=C(CCS(=O)(=O)c1ccccc1)N(Cc1cccnc1)c1nc2ccc(F)cc2s1 | 0% | 6% |
| CC(C)(C)c1ccc(NC(=O)c2scc3c2CCCC3)cc1 | -11% | -13% |
| O=C(CN1C(=O)C2(SCC(=O)N2c2ccccc2)c2ccccc21)Nc1ccccc1C(F)(F)F (stereo not drawn) | -13% | -25% |
| O=C(O)c1cc(C(=O)O)c2sc(=O)[nH]c2c1 | 3% | 3% |
| Cn1c(=O)c(=O)n(C)c2cc(NC(=O)c3ccccc3Br)ccc21 | -3% | -12% |
| Cc1ccc(NC(=O)Cn2nnc(C(=O)NCc3ccc4c(c3)OCO4)c2N)cc1Cl | 0% | -6% |
| Cc1cccc(-c2nnc(SCc3coc(-c4cccs4)n3)n2C)c1 | 11% | 5% |
| Cc1ccc2c(c1)c(=O)c1ccccc1n2CCCC(=O)Nc1cc(Cl)ccc1C | -3%[57.5 µM] | 10%[57.5 µM] |
| CSC1=N/C(=C\c2ccc(-c3cccc(Cl)c3)o2)C(=O)S1 | -2% | 8% |
| CCN1CCN(c2oc(-c3ccco3)nc2S(=O)(=O)c2ccccc2)CC1 | 3% | 3% |
| O=C(Cn1c(SCCOc2ccccc2Cl)nc2ccccc21)N1CCOCC1 | -25% | -1% |
| CC(c1ccccc1Cl)N(C)CCS(=O)(=O)CCC(N)=O (stereo not drawn) | 7% | 2% |
| COc1nc(C(=O)N2CCC(NC(=O)C3CC3)CC2)cc2ccccc12 | -3% | -2% |
| O=C(Nc1ccc(C(F)(F)F)cc1)N1CCC(N2CCCCC2)CC1 | -3% | 6% |
| Cc1cc(C)n2nc(CNC(=O)c3cccc(Cl)c3)nc2n1 | -19% | -18% |
| CSc1ncc(Cl)c(C(=O)Nc2c(C(=O)c3ccc(Cl)cc3)oc3ccccc23)n1 | ? | 17% |
| COc1cccc(N2CCN(C(=O)C3CCCN(S(=O)(=O)c4ccc5c(c4)oc(=O)n5C)C3)CC2)c1 (stereo not drawn) | -7% | 3% |
| COc1ccc(OC)c(NC(=O)CC2C(=O)NCCN2C(=O)C(F)(F)F)c1 (stereo not drawn) | 3% | 21% |
| CN(C)c1cc(CNC(=O)c2ccc3c(c2)CCC(=O)N3)ccn1 | -6% | 10% |
| CN(C(=O)c1cc(-c2ccccc2O)on1)c1ccccc1 | 20%[57.5 µM] | 28%[57.5 µM] |
| Cc1cccc(-c2noc(-c3ccccc3Br)n2)c1 | -7% | -3% |
